High-throughput results as filed in PubChem.
JMJD2A Tudor inh: inhibitors of human JMJD2A Tudor domain; O75164; AlphaScreen JMJD2A-Tudor / H3K4me3 peptide binding; Potency, µM (titrated, usually from 114 µM), inactives show top-dose activity change, negative = inhibition, most hits filed as inhibitors; hit rate 4.4% among 390,000; AID 504339; note: potency is the fitted concentration of half-maximal effect; % is set by controls: 0 for no effect and ±100 for the full control effect; nearly all actives have a fitted effect of over 50% in size
Pol eta inh: blocks human DNA polymerase eta activity | recombinant Pol eta, fluorescent DNA replication assay | hit rate 1.2% among 390,000 | Potency, µM (highest dose often 114 µM), without a hit: at the highest dose activity change, negative = inhibition, most hits filed as inhibitors; note: potency is the fitted concentration of half-maximal effect; % is set by controls: 0 for no effect and ±100 for the full control effect
Target sequence (Q9Y253 whole entry, looked up): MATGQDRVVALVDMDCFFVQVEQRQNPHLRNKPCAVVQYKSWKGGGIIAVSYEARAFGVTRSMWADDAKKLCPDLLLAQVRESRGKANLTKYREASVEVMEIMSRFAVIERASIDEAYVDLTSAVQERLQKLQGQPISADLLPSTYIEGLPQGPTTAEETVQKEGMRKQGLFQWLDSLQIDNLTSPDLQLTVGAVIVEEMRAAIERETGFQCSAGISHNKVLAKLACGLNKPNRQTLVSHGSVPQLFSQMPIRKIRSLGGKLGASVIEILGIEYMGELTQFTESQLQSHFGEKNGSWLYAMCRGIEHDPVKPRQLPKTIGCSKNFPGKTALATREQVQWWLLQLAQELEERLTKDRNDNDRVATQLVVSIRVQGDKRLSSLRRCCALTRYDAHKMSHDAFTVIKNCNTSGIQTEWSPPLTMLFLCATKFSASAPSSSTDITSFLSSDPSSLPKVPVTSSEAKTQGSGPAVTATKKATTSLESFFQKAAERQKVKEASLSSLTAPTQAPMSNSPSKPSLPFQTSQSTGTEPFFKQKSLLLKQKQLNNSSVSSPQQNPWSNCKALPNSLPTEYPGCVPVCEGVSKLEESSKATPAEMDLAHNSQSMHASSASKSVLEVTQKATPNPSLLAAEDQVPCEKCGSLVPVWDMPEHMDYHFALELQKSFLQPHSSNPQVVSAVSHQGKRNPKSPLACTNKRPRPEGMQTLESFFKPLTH
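Pol eta (10 nM) was preincubated with compounds for 15 min at room temperature, after which fluorescent replication substrate (50 nM final) was added to start the reaction. Fluorescence was read kinetically at 0 and 10 min.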
G9a block: G9a (human) methyltransferase inhibition; G9a H3K9 monomethylation, AlphaScreen, 2 h; Potency, µM (titrated, usually from 102 µM), for the others: at the top dose activity, negative = inhibition, most hits filed as inhibitors; hit rate 8.8% among 350,000; note: potency is the fitted concentration of half-maximal effect; % is set by controls: 0 for no effect and ±100 for the full control effect; nearly all actives have a fitted effect of over 75% in size
Target sequence (Q96KQ7 913-1193 limits assumed): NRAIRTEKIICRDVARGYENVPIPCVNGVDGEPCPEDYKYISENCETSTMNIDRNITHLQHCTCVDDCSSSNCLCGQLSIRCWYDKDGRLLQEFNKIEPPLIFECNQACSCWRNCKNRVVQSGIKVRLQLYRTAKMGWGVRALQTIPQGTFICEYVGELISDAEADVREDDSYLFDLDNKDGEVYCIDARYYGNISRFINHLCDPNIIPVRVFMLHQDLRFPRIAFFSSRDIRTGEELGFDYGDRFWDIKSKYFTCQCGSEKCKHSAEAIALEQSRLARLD
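Quantitative HTS format: methyltransferase activity on a biotin-tagged H3K9 peptide is measured by AlphaScreen, using a rabbit anti-monomethyl-H3K9 antibody with streptavidin donor and anti-IgG acceptor beads. Final levels are 20 nM enzyme, 500 nM peptide, 20 uM SAM; 2 h RT.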
HP1b binding inh: blocks HP1-beta chromodomain binding to methylated histone tails; P83916; Potency, µM (doses to about 114 µM), without a hit: top-dose activity change, negative = inhibition, hits mostly inhibitors; hit rate 0.56% among 390,000; AlphaScreen HP1-beta / biotin-H3K9me3 peptide binding; note: potency is the fitted concentration of half-maximal effect; nearly all actives have a fitted effect of over 70% in size; inactives centre near 23
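AlphaScreen: HP1-beta (50 nM) preformed 30 min with biotin-H3(1-18)K9me3 peptide (50 nM) in PBS pH 7.4, 0.01% Tween-20. Compound added for 30 min at RT, then streptavidin donor/nickel chelate acceptor beads (10 ug/mL) for 30 min.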
PGK inhibitor: blocks T. brucei phosphoglycerate kinase. AID 602233. PGK/GAPDH coupled, Kinase-Glo luminescence, 60 min. Potency, µM (titrated, usually from 57.5 µM), inactives show at the highest dose activity change, negative = inhibition, usual class: inhibitors. hit rate 0.043% among 380,000; note: potency is the fitted concentration of half-maximal effect; % is set by controls: 0 for no effect and ±100 for the full control effect; nearly all actives have a fitted effect of over 60% in size
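Luminescent ATP detection (Kinase-Glo Plus) follows a 60-minute room-temperature incubation, with wells lacking PGK as controls. Buffer: 100 mM TEA (pH 7.6), 5 mM MgCl2, 0.01% Tween-20. Coupling enzyme GAPDH (100 nM final) supplies unstable 1,3-BPG in-well.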
GLS inhibitor: glutaminase GLS (human) inhibition | GLS enzymatic activity, qHTS titration | Potency, µM (highest dose often 45.5 µM), for inactives: at the highest dose activity change, negative = inhibition, most hits filed as inhibitors | hit rate 0.21% among 410,000 | AID 624170; note: potency is the fitted concentration of half-maximal effect; % is set by controls: 0 for no effect and ±100 for the full control effect
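Coupled fluorescence readout: glutamate oxidase/HRP/Amplex Red detect glutamate formed by hKGA from L-glutamine (1 mM solution added). Buffer 45 mM KH2PO4 pH 8.2, 0.02% Tween-20; reads at t0 and 30 min RT.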
Pin1 inh: inhibitors of human Pin1. hit rate 0.009% among 390,000. Q13526. AID 504891. Pin1 FP peptide displacement, HiFluor488, 10 min. Potency, µM (doses to about 115 µM), without a hit: at the highest dose activity, negative = inhibition, most hits filed as inhibitors; active = well fitted inhibition curve with a large enough effect in the polarisation, with a control signal flat, not every such curve was filed as active; inconclusive = small, poorly fitted or top-dose-only effect, or effect the other way, or a change in a side signal; inactive = no such curve, though single readings can be large or run the other way; the % refers to the polarisation; note: potency is the fitted concentration of half-maximal effect; % is set by controls: 0 for no effect and ±100 for the full control effect
PI4K2A inh: PI4K2A (human) kinase inhibition; Q9BTU6; hit rate 0.13% among 420,000; purified PI4K2A, ADP-Glo luminescence, 1 h; active compounds read low; activity change, negative = inhibition, % at 76.9 µM; in the data active = activity change below about -50%; inconclusive = mostly about -30% to -49%;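 note: -100% = wells without enzyme as full effect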
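In this quantitative HTS, ADP production by PI4K2A was quantified luminescently after 1 h at ambient temperature; 100 microM adenosine served as plate-quality control.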
BAZ2B block: BAZ2B (human) inhibition | Potency, µM (top dose mostly 114 µM), without a hit: at the top dose activity change, negative = inhibition, usual class: inhibitors | hit rate 4.4% among 360,000 | AlphaScreen BAZ2B-H3K14Ac peptide displacement | AID 504333; note: potency is the fitted concentration of half-maximal effect; % is set by controls: 0 for no effect and ±100 for the full control effect; nearly all actives have a fitted effect of over 60% in size
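AlphaScreen displacement: compounds (up to 110uM) incubated 30 min at room temperature with a preformed 50 nM BAZ2B/50 nM biotinylated H3K14Ac peptide complex in PBS pH 7.4 with Tween-20. Donor and acceptor beads at 10 ug/mL final added, 20 min light-protected before reading.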
* hit, by the source's call; i = inactive; u = inconclusive; x = not tested or not shown; [ ] = another dose, or the depositor's remark. Unless noted, calls come from the whole dose curve; as a rule, active = well fitted curve in the direction sought with a large enough effect; inconclusive = small, poorly fitted or top-dose-only effect, or another doubt; inactive = no such curve, though single readings can be large; an effect the other way counts as inactive or inconclusive. An excerpt. The share of hits here may be higher or lower than overall.

SMILES	JMJD2A Tudor inh	Pol eta inh	G9a block	HP1b binding inh	PGK inhibitor	GLS inhibitor	Pin1 inh	PI4K2A inh	BAZ2B block
O=C1CCCCC1c1cccc2ccccc12 (stereo not given)	-5%	1%	4%[59 µM]	37%	0%	2%	-1%	2	1%
Cn1c(=O)n(CCCOc2ccc(Cl)cc2)c2ccccc21	11%	-10%	13%[59 µM]	36%[activator]	-6%	u	-8%	-1	20%
CCC(C)(C)n1nnnc1C(c1ccc(O)c(OC)c1)N1CCN(c2nc3ccccc3s2)CC1 (stereo not given)	-32%	-21%	2.5µM*	-28%	-10%	2%	0%	-4	-36%
CCOC(=O)c1ccc(NC(=S)NCC(O)c2ccccc2)cc1 (stereo not given)	-17%	-19%	-30%	23%	-11%	-11%	0%	2	-8%
CC(C)C(NC(=O)Cc1ccccc1[N+](=O)[O-])C(C)C	-10%	-19%	1%	40%[activator]	9%	6%	8%	-1	-3%
CCOc1ccccc1OCCC(=O)OCC(=O)Nc1c(C)cc(C)cc1C	-18%	-12%	0%[0.501 µM]	1%	-4%	4%	-2%	5	-3%
CC(c1ccon1)N(C)Cc1cn(C)nc1-c1ccc2c(c1)OCCO2 (stereo not given)	-17%	-7%	13%[59 µM]	6%	i	5%	-3%	3	-15%
CCCOc1cccc(C(=O)Nc2cccnc2)c1	-16%	-11%	-4%[59 µM]	5%	-5%	6%	-15%	-2	x
CCOC(=O)C1CCN(Cc2cccc(OCc3ccccc3)c2)CC1	8.9µM*	-11%	u	u	i	-6%	-9%	6	-12%
COC(c1ccccc1)c1nnc(CCC(=O)NC2CCCCC2)o1 (stereo not given)	-18%	-16%	u	33%	-4%	2%	-5%	0	2%
Cc1nc2cc(-n3ccc(=O)cc3)ccc2n1-c1ccccc1	-6%	-9%	6%[12.7 µM]	37%	-8%	2%	6%	3	14%
COCON1C(=O)CN(C(C)=O)C1c1ccc(Cl)cc1Cl (stereo not given)	16%	-21%	107%[activator][59 µM]	33%[activator]	-7%	-10%	6%	-6	-25%[57.1 µM]
CCOc1ccc(N2C(=O)CC(n3ccc(C)n3)C2=O)cc1 (stereo not given)	-7%	-11%	-5%[59 µM]	40%[activator]	-7%	2%	3%	-10	2%
O=C(NCC(c1ccco1)N1CCCC1)c1sc2ccccc2c1Cl (stereo not given)	-29%	-17%	u	17%[57 µM]	10%	15%	6%	-11	u
O=C(Nc1cc(Cl)ccc1Cl)C1CCCO1 (stereo not given)	2%	-9%	13%	64%[activator]	i	0%	6%	0	5%
CC1Cc2ccccc2N1C(=O)Cn1c(=O)oc2cc(S(=O)(=O)NC3CCCC3)ccc21 (stereo not given)	-16%	-8%	u	27%	0%	-13%	23%	3	-9%
COC(CNC(=O)C1CCCN(S(=O)(=O)c2ccc3c(c2)oc(=O)n3C)C1)OC (stereo not given)	-18%	-9%	-11%	26%	-7%	1%	-5%	-7	-16%
Cc1ccc(NC(=O)c2cc(NC(=O)CCC(=O)O)ccc2N2CCCCC2)cc1	-15%	-13%	-3%	24%	2%[11.5 µM]	44%[activator]	-2%	-2	-30%
CCOc1cc(C(=O)N/N=C/C(Br)=C/c2ccccc2)cc(OCC)c1OCC	-3%	-1%	16%[59 µM]	48%[activator]	7%	12%	11%	9	-5%
O=C(c1ccc(NS(=O)(=O)c2ccc(F)cc2)cc1)N1CCN(c2ccccc2O)CC1	-20%	-15%	-10%	9%	i	2%	2%	1	-23%
CCSc1nc2sc3c(c2c(=O)[nH]1)CC(C)(C)OC3	-2%	-7%	8%	32%	-8%	1%	-3%	-8	-23%
Cc1ccc(S(=O)(=O)N(C)c2nc3ccccc3[nH]c2=S)cc1	-8%[11.4 µM]	26%	-133%[59 µM]	35%	-7%	-3%	5%	-9	u
COC(=O)CSc1nnc(CNS(=O)(=O)c2ccc(C)cc2)n1C	11%	u	-29%	27%	-6%	-8%	-6%	2	20%
COc1cccc(NC(=S)N(CCCN2CCOCC2)C(C)c2cc3cccc(OC)c3o2)c1 (stereo not given)	-31%	-7%	-4%[59 µM]	-2%[57 µM]	-13%	6%	1%	2	-26%
CCS(=O)(=O)Nc1c(C(=O)OC)[nH]c2ccccc12	5%	-3%	1%	24%	1%	9%	-8%	0	11%
CC(C)C(NC(=O)c1ccco1)C(=O)NCc1ccc(C(=O)O)cc1 (stereo not given)	10%	-24%	8%	18%	2%	-9%	-8%	-1	-2%
O=C(Nc1ccc(F)cc1F)c1ccc2ncsc2c1	4%	3%	15%[59 µM]	33%	-8%	-1%	-1%	-4	-1%
CCOc1cc2c(cc1OCC)C(CC(=O)O)N(C(=O)Nc1ccc(Br)c(C)c1)CC2 (stereo not given)	-29%	2%	u	-15%	i	-12%	2%	4	-30%
Cc1cc(F)c(F)c(C(=O)N2CCOCC2)c1Cl	-24%	14%	13%[59 µM]	60%[activator]	-8%	-9%	-4%	-6	0%
CN(C(=O)CO/N=C/c1ccc(Cl)cc1)c1ccccc1	-2%	-6%	5%	17%	5%	6%	1%	-1	9%
COc1ccccc1NC(=O)CSc1nnc(NC(=O)C2CC2)s1	-2%	-9%	-13%	20%	-1%	-2%	-10%	1	-8%
O=C1CS(=O)(=O)C2(C(=O)N(Cc3ccccc3)c3ccccc32)N1c1ccccc1 (stereo not given)	-13%	-12%	17%[59 µM]	61%[activator]	i	1%	u	1	46%[activator][57.1 µM]
Cc1cc(-c2ccccc2)cc(C)n1	-3%	-7%	x	13%[57 µM]	3%	1%	-1%	0	x
O=c1[nH][nH]c2ccccc2c1=O	-7%	u	u	-17%	-10%	2%	-8%	0	-34%
Clc1cccc(CN2C3=NCCCN3c3ccccc32)c1	-2%	0%	5%	37%	10%	-2%	-3%	-1	-2%
COc1ccc(C2C(C(=O)c3sc(C)nc3C)=C(O)C(=O)N2CCN(C)C)cc1 (stereo not given)	15%	-9%	-7%[12.7 µM]	29%	-4%	4%	-2%	6	11%
Cc1cnc(=O)[nH]c1SCc1ccccc1F	-23%	-7%	36%[activator]	0%	-1%	-2%	3%	1	-28%
Cc1oc2ncnc(N3CCCCC3)c2c1C(=O)Nc1cccc(F)c1	u	-18%	-8%[59 µM]	29%	-2%	2%	2%	6	2%[57.1 µM]
O=C1CCC/C(=N\NC(=O)c2ccc(COc3ccccc3-c3ccccc3)cc2)C1	-34%	-22%	-47%	14%	-3%	3%	8%	3	-37%
Cc1ccc(-n2nc3cc(C)c(NC(=O)c4ccc(-c5ccccc5)o4)cc3n2)cc1	1%	0%	8%[59 µM]	24%	-1%	1%	8%	-2	-1%

Random excerpt: 2 entries already listed, in no set order.
SMILES	JMJD2A Tudor inh	Pol eta inh	G9a block	HP1b binding inh	PGK inhibitor	GLS inhibitor	Pin1 inh	PI4K2A inh	BAZ2B block
Cc1cnc(=O)[nH]c1SCc1ccccc1F	-23%	-7%	36%[activator]	0%	-1%	-2%	3%	1	-28%
O=C1CCC/C(=N\NC(=O)c2ccc(COc3ccccc3-c3ccccc3)cc2)C1	-34%	-22%	-47%	14%	-3%	3%	8%	3	-37%

More results follow.
SMILES	JMJD2A Tudor inh	Pol eta inh	G9a block	HP1b binding inh	PGK inhibitor	GLS inhibitor	Pin1 inh	PI4K2A inh	BAZ2B block
CCOc1ccc(NC(=O)CNc2cccc(S(=O)(=O)N3CCCCCC3)c2)cc1OCC	u	-28%	x	-1%	-10%	-4%	4%	0	x
Cc1cc(C(c2nnnn2Cc2ccccc2)N2CCOCC2)c(C)n1-c1ccc2c(c1)OCO2 (stereo not given)	u	-11%	40µM*	u	5%[11.5 µM]	-10%	10%	1	u
COc1ccc(NC(=O)C(CC(=O)O)Cc2ccccc2)cc1 (stereo not given)	-31%	6%	u	9%	-9%	-20%	-13%	-5	0%
O=C(Nc1cccc(Cl)c1)c1ccc2c(c1)SC1=NS(=O)(=O)CCN12	-18%	-7%	u	44%[activator]	-8%	4%	3%	-3	-5%
Cc1ccc(S(=O)(=O)Nc2ccc3ccccc3c2)cc1	0%	-25%	x	39%[activator]	i	0%	0%	-3	x
Cc1cc(=O)c2c([nH]1)c(C)cc1[nH]c(C)c(C)c12	-15%	1%	8%[59 µM]	28%	0%	-2%	u	1	0%
Cc1ccc(/C=C/C(=O)NC(C)c2ccccc2)cc1 (stereo not given)	-4%	-10%	24%[59 µM]	26%	-1%	19%	0%	4	11%
CCC(CC)C(=O)c1c[nH]c(C(=O)NCc2ccccn2)c1	8%	-17%	-3%	33%	i	11%	-7%	5	-18%
Cn1cc(/C=N/NC(=O)c2ccccc2O)c2ccccc21	-24%	-22%	1%	37%	i	21%	1%	1	1%
COc1ccc(S(=O)(=O)c2c(O)c3ccc(C(=O)Nc4cccc(F)c4)cc3[nH]c2=O)cc1	-6%	4%	u	23%	-5%	18%	1%	-7	u
CN(Cc1nc(CCc2ccccc2)no1)Cc1cccs1	27%	-13%	94%[activator]	86%[activator]	-9%	1%	-1%	0	35%
COc1ccc(NC(=O)CSc2nc(-c3ccc(F)cc3)[nH]c2-c2ccc(C)cc2)cc1OC	3%	-6%	-2%[59 µM]	31%	2%	-5%	30%[activator]	1	-1%
O=C1c2ccccc2C(Nc2ccc3nc(-c4cccnc4)[nH]c3c2)N1Cc1ccco1 (stereo not given)	-24%	-25%	u	10%	i	14%	2%	3	u
Cc1sc2ncnc(SCC(=O)N3CCCC(C(N)=O)C3)c2c1C (stereo not given)	-15%	-3%	-25%	1%	-7%	3%	-2%	-2	2%
CCOC(=O)CN(C(=O)CSc1nnc(Cc2ccccc2)n1-c1ccc(C)cc1)c1ccccc1	-18%	-22%	6%[59 µM]	21%	1%	0%	-10%	0	-7%
